High-throughput results: PubChem, several laboratories
CaV13 ICDI inh: Disruptors of the CACNA1D IQ motif to Ca2+-dependent inactivation inhibitor domain association, primary screening, Förster resonance energy transfer in intact living … | HEK cells, CFP/YFP FRET ICDI-IQ, plate reader, 10 min; percent FRET-ratio fall versus neutral wells | inhibition, % at 12.3 µM | 340,000 compounds, 0.098% hits | AID 743397;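 active means mean replicate inhibition of at least 30% and at least 1% of replicates passing that level; inconclusive means only one of the two criteria is met; inactive means neither criterion is met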;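 further: 0% = median of the neutral control wells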
aDG glyco act: activators of alpha-DG glycosylation, primary screen, uHTS, Pro5-aDG cells, AlphaScreen. alpha-DG glycosylation AlphaScreen (IIH6); 0% Pro5, 100% B10-LARGE cell signal. activation, % at 10 µM. 360,000 compounds, 0.22% hits;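 active means activation of at least 8% versus controls, or a plate z-score of at least 8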;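 further: Pro5 are CHO cells carrying HIG-tagged alpha-DG that lacks glycosylation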
Exocytosis inh: LAMP-1 surface exposure blockers, TALL-104 cells – cell-based, flow cytometry, MLPCN library, primary screen. 360,000 compounds, 0.66% hits. AID 651702, 2012. TALL-104 LAMP-1 surface exposure; cells stimulated with thapsigargin and PMA. inhibition, % at 10 µM;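 active means inhibition above about 55%, limit read from the data; inconclusive means no clear call, values can overlap the other calls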
NR2E3 ag-1: NR2E3 agonists in two-hybrid cells, primary screen, cell-based, luminescence, CHO-S, Gal4-NCOR/VP16-NR2E3; AID 602229, 2012; inhibition of corepressor binding, % at 3.98 µM; Photoreceptor-specific nuclear receptor (Homo sapiens), Q9Y5X4; 360,000 compounds, 0.35% hits; luciferase;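 active means inhibition above the mean of all tested compounds plus 3 SD, cut at about 70% in these data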;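 further: 0% = DMSO with NR2E3 transfected cells and 100% = cells lacking NR2E3 construct; higher means lower luciferase signal from less NR2E3 corepressor binding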
Target sequence (Q9Y5X4 whole entry, looked up, the tested form may be a part): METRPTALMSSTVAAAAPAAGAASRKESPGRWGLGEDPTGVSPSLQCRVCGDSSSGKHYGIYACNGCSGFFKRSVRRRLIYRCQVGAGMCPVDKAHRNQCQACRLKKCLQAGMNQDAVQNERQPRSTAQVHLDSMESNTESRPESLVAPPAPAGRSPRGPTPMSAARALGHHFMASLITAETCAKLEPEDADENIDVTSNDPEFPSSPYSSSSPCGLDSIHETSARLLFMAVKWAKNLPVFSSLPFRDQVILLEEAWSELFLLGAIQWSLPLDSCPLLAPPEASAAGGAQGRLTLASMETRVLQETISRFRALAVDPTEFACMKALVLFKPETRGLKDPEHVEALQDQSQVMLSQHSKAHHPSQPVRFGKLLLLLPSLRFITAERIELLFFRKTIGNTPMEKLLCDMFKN
MITF TRPM1 inh: inhibitors of MITF-dependent TRPM1 promoter reporter, primary screen, cell-based, SK-MEL-5, single point, luciferase; SK-MEL-5 TRPM1 promoter luciferase, 24 h; inhibition, % at 12.5 µM; 330,000 compounds, 0.83% hits; AID 488899, 2010;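 active means mean inhibition across replicates of 60% or more, whatever share of single replicates reaches that level; inconclusive means some that reach 60%, reason not given; inactive means mean inhibition across replicates below 60%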; further: values of inactives mirror those of a sister screen read the other way
Peg3 prom inh: Peg3 promoter-driven luciferase inhibitors, primary screen, cell-based, HeLa, luciferase luminescence | inhibition, % at 20 µM | HeLa PEG-Prom luciferase reporter, overnight | 360,000 compounds, 1.7% hits;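 active means inhibition of at least 50% at 20 µM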
PDI turbidity: inhibitors of human PDI, primary screen, biochemical, turbidity, single point, plate reader; inhibition, % at 10 µM; PDI insulin aggregation turbidity, A650, 90 min; 350,000 compounds, 0.052% hits; AID 588391, 2011;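 active means mean inhibition across replicates of 30% or more, whatever share of single replicates reach that level; inconclusive means mean inhibition below 30% while every single replicate reaches 30%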;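 further: absorbance from insulin aggregation driven by PDI reduction with DTT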
Target sequence (P07237 whole entry, looked up): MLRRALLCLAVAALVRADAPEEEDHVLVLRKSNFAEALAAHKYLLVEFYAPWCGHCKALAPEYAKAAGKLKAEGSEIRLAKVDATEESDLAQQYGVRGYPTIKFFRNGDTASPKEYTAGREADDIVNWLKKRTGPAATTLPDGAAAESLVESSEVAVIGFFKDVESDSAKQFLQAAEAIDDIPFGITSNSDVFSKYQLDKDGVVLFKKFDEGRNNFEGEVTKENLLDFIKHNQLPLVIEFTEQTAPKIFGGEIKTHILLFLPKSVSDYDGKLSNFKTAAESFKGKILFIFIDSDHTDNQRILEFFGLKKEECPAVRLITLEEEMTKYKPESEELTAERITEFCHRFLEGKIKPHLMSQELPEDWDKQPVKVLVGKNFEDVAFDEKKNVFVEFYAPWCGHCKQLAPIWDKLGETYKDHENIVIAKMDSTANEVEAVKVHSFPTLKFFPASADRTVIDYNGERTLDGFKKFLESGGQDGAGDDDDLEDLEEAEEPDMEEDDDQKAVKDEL
Vif inh: HIV Vif self-association inhibitors, primary screen, imaging, HEK293T, single point; HEK293T cells, Vif self-association by quenched fluorescence, 24 h; inhibition, % at 7.49 µM; 340,000 compounds, 0.35% hits; AID 602346, 2012; in the data active means inhibition above about 50%, passing the limit was not always enough; inconclusive means no clear call, values can overlap the other calls; inactive means below about 31%; further: some results filed as inactive read as strong as hits
HIF-2a inh: HIF-2a reporter inhibitors, primary screen, luminescence, 786-0 RCC cells; 360,000 compounds, 0.72% hits; 786-0 RCC cells HIF-2a reporter, luciferase luminescence, overnight; inhibition, % at 18.8 µM;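 active means inhibition of the luminescence signal of 40% or more relative to plate controls, in a single-dose primary screen at 18.75 µM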
hiPSC survival: enhancers of single-cell hiPSC survival, primary screen, ATPlite luminescence. 100% = ROCK inhibitor wells, 0% = DMSO. survival enhancement, % at 20 µM. 360,000 compounds, 0.044% hits. AID 602274, 2012; in the data active means survival enhancement above about 18%;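 further: cells exposed to compounds for 16 hours before the ATP read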
NR2E3 ag-2: inhibitors of NR2E3-RetCOR corepressor binding, primary screen, NR2E3 agonist project, biochemical, TR-FRET, GST-NR2E3, biotin-RetCOR | Photoreceptor-specific nuclear receptor (Homo sapiens), Q9Y5X4 | 1536-well | inhibition of corepressor binding, % at 4.78 µM | 320,000 compounds, 0.12% hits | AID 2300, 2010;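 active means percent inhibition above the cutoff of mean plus 3 SD of all tested compounds, set per screening campaign, cut at about 20% in these data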;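 further: 0% = DMSO wells and 100% = biotin wells as full block of FRET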
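Material: NR2E3–RetCOR corepressor complex / Incubation: Compound–protein incubation for 5 h at 4 °C / Dosing: compound at 4.8 µM, single dose / Detection: time-resolved FRET / Benchmarks: high control biotin, low control 0.6% DMSO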
Active calls of the source: *; ? = inconclusive; · = not tested or not shown.

SMILES	CaV13 ICDI inh	aDG glyco act	Exocytosis inh	NR2E3 ag-1	MITF TRPM1 inh	Peg3 prom inh	PDI turbidity	Vif inh	HIF-2a inh	hiPSC survival	NR2E3 ag-2
Cn1nc(CC(=O)Nc2ccc3c(c2)CCC3)c2ccccc2c1=O	-4	2.3	0	26	27	14	0	-7	0	1.4	·
CCCCOc1ccc(OCCNC(=O)c2ccco2)cc1	-5	0.4	0	-32	-13	-74	9	-1	-83	1.7	2
COc1ccc(OCCCCOc2ccccc2Cl)cc1	-9	-0.1	1	-34	-10	-21	-3	-1	-58	0.4	4
CCC(=O)Nc1cccc(NC(=O)CSc2nnnn2C)c1	-6	0.2	5	1	7	-3	0	-3	11	0.3	-2
CCC(NC(=O)c1ccccc1O)c1ccccc1 (configuration not stated)	-8	0.0	1	-20	-2	9	3	-1	-9	0.4	0
CCOc1cc(C=O)ccc1OS(=O)(=O)c1ccc(NC(C)=O)cc1	-4	-0.2	36	1	-4	19	-2	4	14	2.2	0
O=C(Nc1ccccc1Cc1ccccc1)c1ccc2c(c1)SC1=NS(=O)(=O)CCN12	-4	-0.2	16	20	1	9	-4	3	11	0.3	3
O=C(NCC1OCCc2ccccc21)c1cc(COc2ccc(F)cc2Cl)on1 (configuration not stated)	-14	0.3	2	-12	-13	-2	10	·	13	-2.0	2
COc1ccc(N(CC(=O)Nc2ccc(C)c(F)c2)S(=O)(=O)c2c(C)noc2C)cc1	-3	0.7	7	-45	-2	7	-6	-4	15	-0.3	-2
Cc1onc(-c2ccccc2)c1NC(=O)N(CCC#N)Cc1ccccc1	-5	-0.1	2	-15	-11	13	8	9	11	0.8	1
COc1ccc(/C=C2\SC(=O)N(CCc3nnc(N)s3)C2=O)cc1	-4	0.0	1	-62	-40	-231	-1	-2	-165	-0.3	-2
O=S(=O)(Nc1cccc(S(=O)(=O)N2CCCCCC2)c1)c1ccccc1	-7	0.1	74*	-27	4	13	7	7	16	3.1	7
Cn1c(=O)n(C)c2cc(NC(=O)CSc3nnc(-c4ccccc4O)n3-c3ccccc3)ccc21	-7	0.1	14	9	-4	4	2	-1	8	0.2	3
CCOc1ccc(NC(=O)CSc2nc3ccsc3c(=O)n2CCCCC(=O)O)cc1	-10	-0.2	-7	-7	·	-1	2	31	-1	0.9	·
Cc1ccc(Cl)cc1N1CCN(S(=O)(=O)c2c(C)[nH]c(=O)[nH]c2=O)CC1	-5	0.2	0	-7	5	3	-9	-3	19	2.2	-1
Cc1ccc(S(=O)(=O)N/N=C/c2c(C)nn(-c3ccccc3)c2C)cc1	·	0.0	2	11	12	3	2	-2	2	-2.7	-1
N#CC(C#N)=Cc1cccn1-c1ccc(C(=O)O)cc1	-4	0.8	-2	-15	-2	8	0	-5	8	0.3	1
CCN(CCO)c1ncnc2onc(-c3ccc(F)cc3)c12	-19	-0.2	-1	-18	6	1	-6	-4	10	0.5	2
O[C@@H]1CN(CC2CCCCC2)[C@@H](c2ccc(Cl)cc2)C[C@H]1n1cc(-c2ccc(F)cc2)nn1	-8	-0.1	1	1	·	12	6	-2	10	2.5	·
COc1ccccc1NC(=O)NNC(=O)c1ccc2c(c1)NC(=O)C(C)(C)O2	-4	-0.1	?	29	9	3	13	1	9	-0.4	1
O=C(COC(=O)/C=C/c1cccc(C(F)(F)F)c1)NC(=O)NCc1ccccc1	-3	0.0	8	0	9	11	-5	12	1	-0.4	·
CCN(C(=O)CSc1ccccn1)C1CCCCC1	-2	0.3	2	-4	7	-28	-2	-4	-34	4.0	·
O=C(CSc1nnc(CNC(=O)C23CC4CC(CC(C4)C2)C3)n1-c1ccc(F)cc1)Nc1ccccc1	-4	0.1	-2	-20	13	1	-1	-3	10	1.7	1
Cc1ccc(C(=O)/C=C2\NCC(C)NC2=O)cc1 (configuration not stated)	-5	0.0	-3	-103	11	6	1	10	-8	-3.1	-3

3 of the entries above in order of their number in NR2E3 ag-2, high to low.
Molecule	NR2E3 ag-2
COc1ccc(OCCCCOc2ccccc2Cl)cc1	4
Cn1c(=O)n(C)c2cc(NC(=O)CSc3nnc(-c4ccccc4O)n3-c3ccccc3)ccc21	3
Cc1ccc(Cl)cc1N1CCN(S(=O)(=O)c2c(C)[nH]c(=O)[nH]c2=O)CC1	-1

Other compounds
SMILES	CaV13 ICDI inh	aDG glyco act	Exocytosis inh	NR2E3 ag-1	MITF TRPM1 inh	Peg3 prom inh	PDI turbidity	Vif inh	HIF-2a inh	hiPSC survival	NR2E3 ag-2
Brc1ccccc1Cn1c(-c2cscn2)nc2ccccc21	-7	0.7	-4	-4	-1	28	10	-7	-4	1.7	4
C[C@]12CCC3C(CC[C@H]4CCCC[C@]34C)C1CC[C@@]2(O)CNCCO (some centres not stated)	-4	0.7	23	-6	-29	91*	0	·	13	-0.7	·
N#C/C(=C(\O)c1ccco1)c1ccccn1	0	0.0	2	-33	-15	-90	-1	7	-72	-3.0	0
CC1CCCCC1NC(=O)CSc1nc2ccccc2[nH]1 (configuration not stated)	-4	-0.2	-22	9	5	-6	5	-4	13	0.5	0
O=C(CSc1ccccc1C(=O)O)NCC1CCCCC1	-2	0.0	1	25	-11	2	0	-3	2	-0.9	0
O=S1CCCSC1c1cccnc1 (configuration not stated)	-5	-0.1	2	-10	2	9	4	-2	6	5.6	-1
Cc1ccc(S(=O)(=O)CC(=O)c2cc(C)c(O)c(C)c2)cc1	-14	-1.0	2	4	-5	-11	23	2	1	0.8	1
CC(=O)Nc1cc2nn(-c3ccccc3)nc2cc1Cl	-6	0.0	-1	-116	-26	-210	0	6	-179	-2.5	-4
COc1ccc(NC2CCCN(C(=O)CCN3CCCO3)C2)cc1 (configuration not stated)	-5	-0.2	3	20	4	9	-4	-5	7	-0.1	3
COc1ccc(NC(=O)c2cccc3c2C(=O)N(C2CCCCC2)C3)cc1	-4	0.0	10	-12	-25	-10	3	-4	-16	-0.5	0
Cc1ccc(C(c2cc(Cl)c3cccnc3c2O)N2CCN(C)CC2)cc1 (configuration not stated)	·	-0.1	9	-11	11	37	-8	54*	43*	-0.5	1
CCc1nc2c(OCC3COc4ccccc4O3)cccn2c1N(C)C(=O)c1ccccc1F (configuration not stated)	-6	-0.2	11	2	·	4	1	7	-1	-0.9	·
CC(=O)c1ccc(N2CCc3ccccc3C2)c([N+](=O)[O-])c1	-2	0.1	-2	-71	-38	-136	9	3	-168	-0.1	-2
COC(=O)c1ccccc1NC(=S)NC(=O)CC(C)C	-4	-0.1	1	20	-1	-3	-2	11	3	0.1	2
CCOc1ccc(NC(=O)c2c[nH]n3c(=O)cc(C4CCN(C(=O)OC(C)(C)C)CC4)nc23)cc1	-2	-0.2	12	-5	6	0	5	3	16	0.1	7
CCOC=C1C(=O)N(C(C)=O)c2cc(OC)c(OC)cc21	-4	-0.1	-22	-14	0	0	-2	14	12	2.6	·
O=C(Cn1ncc(N2CCCC2)c(Br)c1=O)c1ccc(Cl)cc1	-7	0.0	0	-139	-54	-246	3	2	-234	4.9	-6
O=C(Cc1cccs1)NNC(=S)NC(=O)c1ccco1	-13	0.6	-2	-21	14	14	-2	-2	-5	3.2	-1
COc1ccccc1OCC(=O)Nc1ccccc1C(=O)N1CCCC1	-2	0.0	-5	-10	-7	6	2	2	4	0.1	0
CN(C)S(=O)(=O)c1ccc(N2CCCC2)c(C(=O)Nc2nc(-c3cc(F)ccc3F)cs2)c1	-3	0.2	-4	14	9	28	-16	-3	17	1.7	5
O=C(NNC(=O)C1CCN(C(=O)Nc2ccccc2)CC1)c1ccc(F)cc1	-2	0.2	-12	5	4	1	-3	-5	-6	0.6	2
COCCNc1nc2cc(-c3ccccc3C)sc2c(=O)n1C	-5	0.0	-3	-12	·	2	2	6	-45	2.2	·
COCCCNC(=O)c1sc2ncnc(N3CCc4ccccc4C3)c2c1C	-6	0.1	-1	-6	3	17	-7	-2	-8	-1.4	6
c1ccc(C[n+]2csc3ccccc32)cc1	-8	0.1	11	-10	1	-13	9	2	-41	-3.7	0
CCOC(=O)C1CCCN(C(=O)c2cc(-c3ccco3)nc3ccccc23)C1 (configuration not stated)	-7	0.4	21	-4	-8	-10	-2	6	9	-3.5	·
S=c1[nH]nc(-c2ccco2)n1/N=C/c1ccc(Br)s1	-4	-0.2	18	19	4	18	13	-13	3	0.1	-1
COCCN(CCOC)C(=O)N1CCOCC1	-4	0.0	-5	8	-9	2	14	-7	17	0.2	0
COc1ccc2oc(C(=O)OCC(=O)NC3CCCC3)c(C)c2c1	·	-0.1	-4	-13	-9	-81	12	-5	-112	-0.4	0
COc1cccc(C2c3c(oc4ccc(F)cc4c3=O)C(=O)N2CCCN2CCOCC2)c1 (configuration not stated)	-2	-0.1	6	-19	4	-23	·	0	-33	-0.8	2
C(=N\N=C\c1cccs1)/c1cccs1	-5	0.7	0	-17	-51	-276	-3	-12	-317	-0.8	0
CCCCc1ccc(NC(=O)COCC)cc1	-14	0.0	4	-29	-56	-129	1	0	-25	0.7	-1
CCOC(=O)c1c(CN(C)C)n(C)c2ccc(OC(C)=O)cc12	-6	-0.2	-4	0	14	15	-5	-2	14	6.2	-1
CCCCN(C)S(=O)(=O)c1c(C)[nH]c(=O)[nH]c1=O	-10	-0.1	3	0	-12	3	0	25	11	7.7	0
Cc1cc(C)c(NC(=O)Nc2ccccc2)c(Cl)c1	-5	-0.2	4	-20	-8	0	-4	3	-31	-1.7	-4
CCN(Cc1ccncc1)Cc1c(O)ccc2cc(Br)ccc12	-4	0.4	1	-28	·	10	-2	-1	9	0.0	·
C[C@@H]1O[C@@H](OC[C@H]2O[C@@H](Oc3cc(O)c4c(=O)cc(-c5ccc(O)c(O)c5)oc4c3)[C@H](O)[C@@H](O)[C@@H]2O)[C@H](O)[C@H](O)[C@H]1O	·	0.0	-1	-16	5	6	4	-6	6	2.8	·
CNc1nc(N)nc(-c2cc(Cl)ccc2OC)n1	0	-0.2	-3	-25	2	-50	0	0	10	-0.7	1
CCOC(=O)c1sc(N(C)C)nc1-c1ccccc1	2	0.0	1	-4	6	15	-5	?	5	-1.4	-1
COc1cc(/C=N/NC(=O)c2nnn(-c3nonc3N)c2C(C)C)ccc1OCc1ccc(F)cc1	-2	3.3	2	16	-29	-148	2	-16	-2	-0.6	3
